M1AAP inhibition = malaria alanyl aminopeptidase activity blockers – biochemical, fluorogenic H-Leu-NHMec substrate, 1536-well (AID 1445) | recombinant M1AAP, H-Leu-NHMec fluorogenic kinetic assay; higher % means a stronger effect | inhibition, % at 30 µM; hits with a dose series show IC50 in µM | actives 0.42% (n = 220,000);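 active = primary inhibition above the hit cutoff, then over 50% inhibition at one or more dose response concentrations, cut at about 23% in these data, passing the limit was not always enough; inconclusive = conflicting primary data, or primary hits not chosen for dose response; inactive = low primary inhibition, or under 50% at every dose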;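 note: plate controls were DMSO full reaction for no effect and no enzyme background for full effect; strong numbers were not always called active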
MT stabilizer = microtubule stabilizers in HeLa cells; HeLa tubulin immunostaining HCS, 24 h; share of cells brighter than vehicle mean+2SD; % tubulin-high responders, % at 10 µM; actives 0.83% (n = 200,000); AID 2205;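 active = plate Z-score above 3 for both tubulin-high and condensed-nucleus cell shares, with cell loss under 80%, at 10 µM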;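 note: anti alpha tubulin signal scored within the nucleus-defined area of each cell; some results filed as inactive read as strong as hits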
ER stress rescue = protection against thapsigargin-triggered cell killing – 384-well, CSM14.1, ATP luminescence, primary screen (AID 1222). CSM14.1 thapsigargin-induced death rescue, ATP luminescence; higher % means a stronger effect. one-dose cellular ATP content (survival), % at 20 µM; EC50 in µM for titrated hits. 190,000 tested, under 10 active;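 active = EC50 below 50 µM in the dose-response confirmation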;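 note: death triggered by thapsigargin at about 15 µM added after 2 h compound pretreatment; cell ATP read after overnight thapsigargin exposure of roughly 18 to 22 hours; normalized against plate controls of thapsigargin alone and 5% DMSO vehicle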
K1F lysis inhibition = protection from phage-mediated lysis, alamar blue read-out – E. coli UTI89, K1F phage, bacterial capsule biogenesis inhibitors (AID 488966) | E. coli UTI89 K1F phage lysis, alamar blue, 2 h; higher % means a stronger effect | one-dose inhibition, % at 100 µM; IC50 in µM for titrated hits | actives 0.02% (n = 340,000);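 active = phage lysis inhibition, versus mean bacterial control, above a set limit; inconclusive = no clear call, values can overlap the other calls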;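 note: capsule biogenesis inhibitors block K1F phage lysis so surviving cells raise fluorescence; higher fluorescence means more inhibition of phage lysis; actives were called in the ten point dose series up to 300 µM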
b-catenin transl = alters nuclear translocation of beta-catenin in HeLa cells; immunofluorescence imaging; nuclear translocation activity, % at 5 µM; actives 0.3% (n = 190,000);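 active = nuclear translocation activity above 50% at 5 µM, with a well cell count of 50 or more; inconclusive = wells under 50 cells across six images, flagged as toxic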;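 note: per-cell ratio of nuclear to cytoplasmic median beta-catenin stain intensity; plate controls were DMSO negative control for no effect and GSK-3 inhibitor IX positive control for full effect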
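Assay system: human HeLa cells, native beta-catenin; doses: 5 µM primary, 0.02–20 µM confirmation; incubation: compound treatment 24 h, 37°C, 5% CO2; technique: fluorescence imaging of beta-catenin antibody stain plus DAPI; measure: % activation, nuclear-to-cytoplasmic median beta-catenin signal ratio per cell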
Autophagy mod = modulators of autophagy; calls only at 10 µM (by protocol); actives 0.98% (n = 190,000); MEF GFP-LC3 puncta imaging; test concentration mostly 10 µM; AID 463193;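 active = percentage of spot-positive cells more than 3 SD above its plate mean, without a fluorescence outlier flag or 80% toxicity; inconclusive = no clear call, values can overlap the other calls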;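 note: spot-positive cell cutoff set from DMSO-treated cells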
Dynein cargo inh = blocks dynein driven cargo transport along microtubules; actives 0.47% (n = 220,000); 3617.4 mouse cells, GR-EGFP nuclear translocation imaging; test concentration mostly 20 µM; stimulated with dexamethasone, 1 µM; active compounds read low; z-score, hits read low; AID 1381;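 active = plate z-score of nuclear minus cytoplasmic receptor signal below a set negative limit, without overly bright fluorescence or cell loss, cut at about -3.5 in these data, passing the limit was not always enough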;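 note: z-score of nuclear minus cytoplasmic ring GR-EGFP intensity difference per well; some compounds called inactive have numbers as strong as hits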
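Also added: dexamethasone, 1.0 µM final. Medium: tet-free, stripped-serum medium. Detection: fixed, Hoechst-stained cells imaged at 10x for EGFP. Read-out: nuclear-to-cytoplasmic GR-EGFP distribution per well. Times: induction 48 h, compound 1 h, agonist 30 min.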
P. falciparum M17LAP = P. falciparum M17LAP inhibitors, primary screen, biochemical, fluorogenic H-Leu-NHMec substrate, 1536-well (AID 1619); recombinant M17LAP, H-Leu-NHMec fluorogenic kinetic assay; higher % means a stronger effect; inhibition, % at 30 µM; hits with a dose series show IC50 in µM; actives 0.38% (n = 220,000);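 active = compound inhibiting the enzyme by more than half at any dose during confirmatory dose-response retesting; inconclusive = strong single-dose inhibitors picked by rank but not retested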;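 note: plate controls were full reaction with DMSO carrier for no effect and no enzyme background for full effect; strong numbers were not always called active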
Ins promoter up = MIN6 insulin promoter up-regulation | MIN6 insulin promoter-GFP reporter, high-content imaging; active compounds read high | actives 0.3% (n = 190,000) | z-score at 5 µM | AID 1625;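 active = z-score above 3 at 5 µM with at least 500 cells counted in the well; inconclusive = wells under 500 cells, flagged as cytotoxic or low count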
Dynein cargo inh cytoplasmic EGFP = recorded beside Dynein cargo inh, whose call it bears; z-score; measured here: cytoplasmic GR-EGFP intensity; active compounds read high
Dynein cargo inh nuclear GR-EGFP = second read-out of Dynein cargo inh, no call of its own (marks repeat the call); z-score; measured here: nuclear GR-EGFP intensity;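 lower value marks the stronger effect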
Dynein cargo inh cell count = further read-out of Dynein cargo inh, marked with its call; z-score; measured here: cell count per field
Ins promoter up cell count = further read-out of Ins promoter up, marked with its call; cell count; measured here: cytotoxicity, nuclei count;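 total cells summed across four imaged fields per well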
b-catenin transl cell count 5 µM = recorded beside b-catenin transl, whose call it bears; cell count; measured here: cell count, cytotoxicity flag
MT stabilizer Hoechst-high % = also measured in MT stabilizer; calls as there; % Hoechst-high responders; measured here: nuclear condensation Hoechst responders;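 share of cells brighter than vehicle mean plus two SD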
MT stabilizer cytotoxicity % = recorded beside MT stabilizer, whose call it bears; toxicity, %; measured here: cytotoxicity by cell density;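 0% = mean cell density of plate MIN control wells and 100% = no cells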
Autophagy mod cell loss 18 h = also measured in Autophagy mod; calls as there; toxicity, %; measured here: cell loss, nuclei count;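 cell loss after 18 h compound exposure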
Active calls of the source: *; i = inactive; ? = inconclusive; nt = no result given; + = active, no number; [ ] = remark or other dose.

SMILES	M1AAP inhibition	MT stabilizer	MT stabilizer Hoechst-high %	MT stabilizer cytotoxicity %	ER stress rescue	K1F lysis inhibition	b-catenin transl	b-catenin transl cell count 5 µM	Autophagy mod	Autophagy mod cell loss 18 h	Dynein cargo inh	Dynein cargo inh cytoplasmic EGFP	Dynein cargo inh nuclear GR-EGFP	Dynein cargo inh cell count	P. falciparum M17LAP	Ins promoter up	Ins promoter up cell count
Cc1cccc(NC(=O)COC(=O)Cc2c[nH]c3ccccc23)c1C	4.6%	2.4	1.6	5.7	1.9%	5.5%	-0.2	1085	i	1.0	1.56	-0.229	0.643	-0.95	-9.3%	-0.4	1444
CCC(OC(=O)c1cccs1)C(=O)NCc1ccco1 (stereo unspecified)	15.2%	1.4	1.0	0.3	nt	0.4%	-0.5	911	i	-3.1	-0.894	-0.196	-0.245	-0.0541	3.1%	0.76	985
CCOc1ccc(CCNC(=O)C2CCN(S(=O)(=O)CC)CC2)cc1OCC	-4.6%	3.4	1.0	6.3	-0.6%	1.4%	-1.7	1378	i	3.9	-0.316	-0.204	-0.313	0.685	-14.9%	0.28	1702
O=P(c1ccccc1)(c1ccccc1)C1CCCO1 (stereo unspecified)	5.9%	3.5	2.0	3.8	-1.2%	0.1%	-0.2	1186	i	-9.3	-0.573	-0.114	-0.0321	0.465	-7.3%	0.1	1066
Cc1cc(C)c(C#N)c(SCCS(=O)(=O)Cc2ccc(Cl)cc2)n1	-4.5%	3.0	1.9	4.3	-2.2%	0.3%	-1.2	1498	i	-1.1	-0.445	-0.223	-0.897	1.16	-5.4%	0.08	1315
Cc1cc(C)nc(SCC(=O)Nc2ccc(S(=O)(=O)NC(C)(C)C)cc2)n1	-1.9%	1.8	2.0	6.5	-1.2%	7.0%	nt	nt	i	7.0	0.0044	0.269	-0.179	0.0921	21.1%	nt	nt
COc1ccc(OCCCC(=O)Nc2ccc3c(c2)OCCO3)cc1	0.3%	1.8	1.2	4.3	-2.2%	2.2%	nt	nt	i	5.2	-1.43	-0.261	-0.644	-0.392	7.4%	1.29	1238
COc1ccccc1N1CCN(CC(=O)N2CCCC2)CC1	0.3%	2.0	3.0	5.4	-1.0%	0.1%	0.7	1581	i	-8.2	-0.532	-0.154	-0.39	-0.525	7.7%	nt	nt
CCOc1ccccc1NC(=O)CCn1c(=O)oc2ccccc21	0.9%	1.8	1.7	5.2	0.0%	0.2%	nt	nt	i	-27.3	-0.588	-0.214	-0.376	1.04	-3.4%	nt	nt
CN(C)Cc1ccccc1Sc1ccccc1Br	2.2%	3.0	2.1	5.2	-2.5%	2.1%[50 µM]	-0.5	938	i	5.9	-0.641	-0.302	-0.273	0.516	-9.8%	0.28	1329
O=C(NCC1(c2ccccc2)CCCC1)c1ccco1	3.9%	1.5	1.1	0.8	0.1%	1.2%	1.5	997	i	15.0	-0.314	-0.299	0.249	0.445	3.1%	0.24	1400
CCOc1ccc(N(Cc2ccc(OC)c(OC)c2)C(=O)c2ccco2)cc1	1.2%	1.0	0.5	0.6	3.6%	-0.1%	-0.8	1072	i	-11.2	1.09	-0.243	0.877	-0.105	3.1%	-0.21	1393
O=C(NCc1ccccc1Cl)C1CCN(S(=O)(=O)N2CCCCC2)CC1	2.6%	4.8	2.5	8.6	1.7%	3.7%	-6.0	1003	i	13.0	0.488	-0.0973	-0.0901	0.0313	-8.3%	-0.54	1486
CC(C)(C)C1CCc2c(sc(NC(=O)C3CCCO3)c2C(N)=O)C1 (stereo unspecified)	12.3%	3.7	1.7	6.8	-0.9%	0.8%	0.9	1440	i	10.4	0.646	-0.213	0.889	0.539	34.5%	-0.16	1118
Cc1ccc(Nc2nc(-c3ccc(S(=O)(=O)N4CCOCC4)cc3)cs2)cc1	nt	2.0	1.9	10.2	nt	1.0%	nt	nt	i	-4.6	-0.748	-0.0818	-0.265	0.483	nt	nt	nt
Cn1nnnc1SCc1cccc2ccccc12	3.1%	1.5	1.6	3.0	0.0%	0.3%	-0.4	1044	i	15.5	0.252	-0.209	0.999	-0.801	-5.4%	-0.14	1026
C=CCOC(=O)C1=C(C)NC(=O)NC1C1CC=CCC1 (stereo unspecified)	20.5%	1.0	1.7	9.1	2.3%	-0.4%	-0.5	1134	i	-10.7	-1.02	-0.229	-0.499	0.808	-1.3%	-0.26	1042
COc1ccc(NC(=O)c2ccsc2NC(C)=O)cc1	0.1%	1.7	1.1	0.4	nt	-2.1%	-1.1	1079	i	12.5	0.138	-0.224	0.000365	-0.0592	29.2%	-0.36	1039
Cn1nc(C(F)(F)F)c(/C=N/OC(=O)c2ccccc2)c1Sc1ccc(Cl)cc1	9.1%	1.1	1.1	4.3	2.3%	0.6%	-0.7	1172	i	6.0	2.27	-0.176	0.672	-0.315	-7.8%	0.36	1144
COCCN(Cc1ccccc1)C(=S)Nc1ccc(OC(F)F)cc1	1.6%	4.8	3.7	7.1	0.3%	-0.2%	-0.9	959	i	-16.7	0.482	-0.243	0.126	-0.999	2.5%	-0.29	1369
c1ccc(COC2CCCN(Cc3nc(Cc4ccccc4)no3)C2)cc1 (stereo unspecified)	2.4%	2.2	1.4	4.9	0.3%	-0.3%	3.7	1063	i	7.6	2.25	-0.159	1.74	-1.74	2.5%	0.39	1481
CNC(=S)N/N=C(\C)c1ccc(Cl)c(Cl)c1	2.5%	5.2	3.0	4.7	-1.2%	0.1%	0.0	1074	i	9.9	-0.573	-0.278	0.179	1.14	3.6%	0.33	1108
COc1ccc(CNc2ncnc3c2[nH]c2cc(OC)c(OC)cc23)cc1	14.3%	nt	nt	nt	nt	-2.8%	0.1	1344	nt	nt	-0.186	0.401	-0.0214	0.237	11.9%	0.41	1087
CCOc1ccc(Cn2ccnc2CCl)cc1[N+](=O)[O-]	6.3%	2.5	1.8	6.0	-1.6%	1.0%	0.7	1408	i	10.9	-0.129	0.0131	0.673	0.815	22.4%	-0.03	1368
N/C(=N\c1nc(CSc2ccc(Cl)cc2)cc(=O)[nH]1)Nc1cccc2ccccc12	8.0%	2.9	2.1	4.3	0.7%	3.0%	nt	nt	+	8.1*	-0.454	-0.196	-0.143	0.125	-4.9%	nt	nt
Cc1cc(N2CCN(S(=O)(=O)c3ccccc3)CC2)c2ccccc2n1	4.0%	2.4	2.6	13.1	0.0%	-0.4%[50 µM]	1.9	803	i	1.2	-0.559	-0.435	-0.114	0.468	-2.2%	0.41	724
Cc1[nH]c2ccccc2c1N=Nc1ccccc1C(=O)O	?	4.1	2.2	0.3	-1.6%	0.1%	-4.0	521	i	-1.1	2.58	-0.128	0.918	-1.62	33.6%	-0.01	1217
CC(C)CN(C(=O)CSc1nnc2c(Cl)cc(C(F)(F)F)cn12)C1CCS(=O)(=O)C1 (stereo unspecified)	-2.5%	4.5	2.1	9.4	-2.3%	0.5%	-2.3	1094	i	13.8	-0.506	-0.0812	0.024	0.128	-1.0%	0.06	1858
O=C(COc1ccccc1)NC1=NCCS1	-0.8%	3.0	1.8	6.4	-2.1%	1.6%	-0.6	1005	i	20.3	0.00708	-0.208	0.255	0.407	-1.8%	0.96	930
Cc1cc(OCC(O)CN(CCO)CCO)ccc1Cl (stereo unspecified)	-5.8%	2.3	2.7	8.2	-2.1%	0.3%	-0.2	704	i	-8.5	-0.824	-0.0469	-0.341	0.85	5.3%	1.76	1329
Cc1c(NC(=O)c2ccccc2F)c(=O)n(-c2ccccc2)n1C	4.6%	2.1	0.8	6.6	2.1%	4.0%	2.2	797	i	-8.8	0.951	-0.138	0.128	-0.402	-0.3%	1.11	1141
Cc1ccc2cc(CN(C)C(=O)C3CCCO3)c(=O)[nH]c2c1 (stereo unspecified)	11.1%	4.7	2.4	16.4	1.3%	0.3%	-4.2	985	i	48.3	0.963	-0.359	0.392	-0.686	4.1%	0.37	1323
C=CCNC(=O)CN(c1cccc(Br)c1)S(C)(=O)=O	-1.6%	1.6	1.7	10.9	nt	1.1%	0.3	1073	i	1.3	-1.09	-0.225	0.0476	0.135	-0.2%	-1.03	1249
O=C(NNc1ccccc1[N+](=O)[O-])Nc1ccc(F)cc1	5.3%	3.2	2.4	3.0	-4.4%	2.7%[50 µM]	-1.4	966	i	-15.8	-0.442	-0.178	-0.381	-0.153	28.1%	nt	nt
O=C(Nc1cc(Cl)ccc1Cl)C1CC(=O)N(c2ccc(Br)cc2)C1 (stereo unspecified)	0.6%	1.9	0.8	5.5	1.0%	0.1%	-1.9	1094	i	-1.8	-0.00177	-0.0906	0.373	-0.157	-2.9%	nt	nt
Cc1ccnc(NC(=O)CCC(=O)N(CC(=O)NC2CCCCC2)C2CCCC2)c1	1.1%	nt	nt	nt	nt	1.3%	-0.9	1314	nt	nt	-0.0387	-0.174	0.376	-1.02	-0.7%	-0.27	1085
CC(C)OCCCNC(=O)c1ccc(NS(C)(=O)=O)cc1	-2.7%	1.0	1.6	5.3	-1.5%	5.5%	0.4	1052	i	3.7	0.276	-0.239	0.00665	-0.433	-4.6%	-0.46	1252

High-throughput results from PubChem BioAssay.
